# Vif imaging = HIV Vif inhibition | HEK293T cells, Vif self-association by quenched fluorescence, imaging, 24 h | inhibition, % at 7.49 µM | 340,000 tested, 0.35% active | AID 602346; in the data active means inhibition above about 50%, passing the limit was not always enough; further: some results filed as inactive read as strong as hits
# NCOA3 inh = inhibits human SRC3 coactivator | Q9Y6Q9 | HEK293 GAL4-SRC3 luciferase reporter, luminescence | inhibition, % at 3.6 µM | 360,000 tested, 0.17% active;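 active means inhibition above a per-campaign cutoff, the mean of all compounds plus 3 SD, cut at about 60% in these data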;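 further: 0% = DMSO-treated cells and 100% = gossypol-treated cells at 36 µM; higher means less SRC3-driven luciferase light from the GAL4 reporter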
# NR5A2 inv ag = suppresses constitutive activity of human LRH-1; AID 602396; O00482; 360,000 tested, 0.13% active; inhibition, % at 3.6 µM; HEK293T StAR-luciferase reporter, LRH-1 transfected, 24 h;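 active means inhibition above the mean inhibition of all tested compounds plus 3 SD, cut at about 73% in these data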;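 further: 0% = DMSO wells and 100% = reporter-only cells lacking LRH-1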
# SRC2 inh = human SRC2 (NCOA2) inhibition | Q15596 | 370,000 tested, 0.17% active | AID 651957 | inhibition, % at 9 µM | HEK293 GAL4-SRC2 luciferase reporter, luminescence;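 active means inhibition above the mean inhibition of all tested compounds plus 3 SD, set per campaign, cut at about 52% in these data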;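 further: 0% = DMSO treated cells and 100% = cells given Gossypol at 36 µM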
# COUP-TFII inh = NR2F2 (human) inhibition, primary screen; inhibition, % at 8.6 µM; 370,000 tested, 0.7% active; HEK293T NGFI-A luciferase reporter, luminescence; P24468;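 active means inhibition above a per-plate cutoff, mean inhibition of test wells between control levels plus 3 SD, cut at about 38% in these data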;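 further: cells cotransfected with COUP-TFII expression vector driving the NGFI-A reporter; 0% = median of COUP-TF2 test wells and 100% = reporter-only cells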
# Target sequence (P24468 whole entry, looked up): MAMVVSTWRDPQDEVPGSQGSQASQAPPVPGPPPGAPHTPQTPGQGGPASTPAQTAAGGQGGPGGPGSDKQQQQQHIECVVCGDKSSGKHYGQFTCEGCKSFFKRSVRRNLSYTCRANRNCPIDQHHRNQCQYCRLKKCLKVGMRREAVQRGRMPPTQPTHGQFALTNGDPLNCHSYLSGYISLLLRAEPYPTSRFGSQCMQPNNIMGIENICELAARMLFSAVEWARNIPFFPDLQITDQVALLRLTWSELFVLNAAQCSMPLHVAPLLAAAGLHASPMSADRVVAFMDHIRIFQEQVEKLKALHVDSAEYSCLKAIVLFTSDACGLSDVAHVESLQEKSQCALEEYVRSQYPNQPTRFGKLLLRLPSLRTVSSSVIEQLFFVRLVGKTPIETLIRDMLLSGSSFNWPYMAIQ
# NOD2 RIPK2 PPI = inhibitors of human NOD2-RIPK2 interaction. CHO BLA complementation NOD2-RIPK2, CCF4 ratio. inhibition, % at 4.98 µM. 360,000 tested, 0.38% active; in the data active means inhibition above about 21%;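 further: 0% = vehicle only and 100% = reference blocker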
# Target sequence (O43353 whole entry, looked up): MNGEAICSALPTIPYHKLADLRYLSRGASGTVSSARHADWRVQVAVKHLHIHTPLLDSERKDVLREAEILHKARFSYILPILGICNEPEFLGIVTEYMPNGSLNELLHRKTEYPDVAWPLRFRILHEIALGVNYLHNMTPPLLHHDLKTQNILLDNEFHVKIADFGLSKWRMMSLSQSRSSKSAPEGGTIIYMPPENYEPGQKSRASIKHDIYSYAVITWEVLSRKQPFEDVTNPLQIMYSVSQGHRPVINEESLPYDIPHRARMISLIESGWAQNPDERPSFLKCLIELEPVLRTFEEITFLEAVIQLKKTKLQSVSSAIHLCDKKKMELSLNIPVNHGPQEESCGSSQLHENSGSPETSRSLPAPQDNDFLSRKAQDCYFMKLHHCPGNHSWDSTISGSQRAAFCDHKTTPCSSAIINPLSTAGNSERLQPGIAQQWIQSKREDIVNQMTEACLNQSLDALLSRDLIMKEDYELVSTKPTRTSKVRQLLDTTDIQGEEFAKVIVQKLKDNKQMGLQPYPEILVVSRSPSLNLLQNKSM
# TLR9-MyD88 block = TLR9-MyD88 interaction inhibition. Q9NR96+Q99836. CHO BLA complementation TLR9-MyD88, CCF4 FRET ratio. inhibition, % at 4.98 µM. 340,000 tested, 0.21% active. AID 504734;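 active means inhibition above the mean over all tested compounds plus 3 SD, cut at about 21% in these data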;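 further: 0% = DMSO only wells and 100% = clavulanate BLA inhibitor control wells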
# TROY NFkB inh = inhibitors of TROY-dependent NF-kB signaling; Q293 LMP1-TROYcd NF-kB luciferase reporter, 4 h; 360,000 tested, 0.98% active; inhibition, % at 10 µM; AID 1347056;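 active means compounds whose plate-normalised and pattern-corrected inhibition of the luciferase reporter signal at the single screening dose is 50% or more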
# C8 TRAIL sens = caspase-8 TRAIL sensitization; 360,000 tested, 1% active; NB7+C8 cells + TRAIL, ATPlite viability luminescence; inhibition (viability loss, TRAIL sensitization), % at 10 µM;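 active means compounds causing at least 50% loss of cell viability in the single-dose screen, relative to plate controls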
# LMP1 NFkB inh = Epstein-Barr LMP1 NF-kappaB reporter inhibition | LMP1-induced NF-kappaB luciferase reporter cells, luminescence | inhibition, % at 12.5 µM | 350,000 tested, 0.69% active | AID 504558; in the data active means inhibition above about 41%;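 further: 0% = neutral control wells and 100% = reference inhibitor control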
# SRC1 inh = inhibits human SRC1 coactivator; Q15788; HEK293 GAL4-SRC1 luciferase reporter, luminescence; inhibition, % at 3.6 µM; 360,000 tested, 0.12% active; AID 588354;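 active means inhibition above the campaign mean plus 3 SD, with each screening campaign given its own cutoff, cut at about 60% in these data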;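 further: 0% = DMSO treated cells and 100% = gossypol at 36 µM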
# Active calls of the source: *; nt = no result given. The list is partial, so the mix of outcomes need not match the whole.
SMILES,Vif imaging,NCOA3 inh,NR5A2 inv ag,SRC2 inh,COUP-TFII inh,NOD2 RIPK2 PPI,TLR9-MyD88 block,TROY NFkB inh,C8 TRAIL sens,LMP1 NFkB inh,SRC1 inh
O=C(COc1ccccc1)Nc1cc(C(F)(F)F)ccc1N1CCCC1,3,-21,8,18,22,-4,-1,26,7,16,4
O=C(Nc1cccc(S(=O)(=O)N2CCCCC2)c1)C1CCC1,-5,-17,-2,-7,-2,-10,-9,2,9,2,-12
CCOC(=O)c1[nH]c(=O)[nH]c1CN(Cc1ccco1)Cc1[nH]c(=O)[nH]c1C(=O)OCC,6,5,-13,-68,7,-1,2,-7,3,-2,2
COc1ccc(CN2[C@@H](CC(C)=O)c3cc(C(F)(F)F)ccc3S2(=O)=O)cc1,nt,-8,-7,-17,-1,1,15,7,3,-1,3
CC1(C)O[C@@H]2[C@H](O1)[C@@H](CO)O[C@H]2n1cc(Br)c(=O)[nH]c1=O,-4,3,4,-14,2,-1,8,-26,-17,1,3
COc1cc(/C=C/C(=O)OCC(=O)Nc2ccc3c(c2)OCO3)ccc1O,-5,13,9,10,-4,-2,3,-5,15,2,-11
O=S1(=O)CCOCCCN1Cc1ccccc1F,0,-5,10,-42,2,0,-5,-2,-1,7,3
COc1cc(-c2noc(C)c2/C=C/c2cccc([N+](=O)[O-])c2)cc(OC)c1OC,-17,12,29,-9,-8,-3,-12,23,20,28,3
CN(C)c1cccc(CNC(=O)c2csc([C@@H]3C[C@H](O)[C@@H](CO)O3)n2)c1,-13,-1,-22,-25,18,3,nt,8,-14,nt,2
O=C(C[n+]1ccc(C(=O)N/N=C/c2ccc(Cl)cc2Cl)cc1)c1ccccc1,-4,-7,3,11,8,1,-3,-2,1,12,-1
COc1ccc(OC)c(N(CC(=O)N2CCC(C)CC2)S(=O)(=O)c2ccccc2)c1,-4,5,-15,-2,6,0,-3,12,-11,2,4
COc1ccc(Cl)cc1NC(=O)CSc1nnc(C2CC2)n1N,2,10,7,-21,0,-6,-7,-18,12,0,-9
O=[N+]([O-])c1ccc(Cl)c(S(=O)(=O)Nc2cccc(-c3ccc(N4CCOCC4)nn3)c2)c1,-3,-38,-82,-43,-19,-4,-8,-28,58*,-16,-52
C[C@H](NC(=O)c1nc[nH]c1C(=O)NCc1ccccc1)C(=O)OC(C)(C)C,-4,-5,-7,5,-7,-1,2,17,4,5,-2
NC(=O)COC(=O)c1ccc2c(c1)S(=O)(=O)c1ccccc1C2=O,9,0,7,-14,-4,-4,-7,18,-20,-2,9
COc1cc(Cl)c(C)cc1NC(=O)CN(C)Cc1cccc(OC)c1OC,-4,20,-3,-13,6,0,2,0,11,-22,1
CCc1ccc(N2CN(Cc3ccco3)CNC2=S)cc1,19,6,19,11,6,3,1,4,-7,7,9
Cc1cccc(-c2nc(CS(=O)CC(=O)NCCc3ccccc3)c(C)o2)c1 (stereo not drawn),-5,-2,23,-26,-7,2,4,-16,-5,5,10
O=C(CCN1CCOCC1)Nc1ccc2c(c1)CCC2,-7,13,-1,-54,-6,-4,0,2,-15,3,-6
CC(OC(=O)c1oc2ccccc2c1COc1ccccc1)C(=O)NC(N)=O (stereo not drawn),-16,19,-2,-18,-13,5,10,2,-8,-3,8
C[C@@H]1CN([C@H](C)CO)C(=O)c2cc(C#Cc3ccccc3F)cnc2O[C@@H]1CN(C)S(=O)(=O)c1ccccc1F,nt,-4,-1,-28,6,10,-3,-2,-4,7,8
COc1ccc(CNC(=O)C[C@@H]2C[C@H]3c4cc(NC(=O)NC5CCCC5)ccc4O[C@H]3[C@H](CO)O2)cc1,nt,1,-8,24,-19,7,-2,-15,8,1,3
CN(CCCNC(=O)CCC(=O)N1CCOc2ccc(Cl)cc21)Cc1ccccc1,nt,3,3,-36,0,1,-17,-1,-4,7,0
COc1ccc(S(=O)(=O)N2CCOC23CCN(C(=O)c2ccccc2Br)CC3)cc1,5,22,5,7,-3,6,12,-10,-2,-2,4
O=C(COC(=O)c1ccc2ncsc2c1)Nc1cc(Cl)ccc1F,-3,8,12,-26,-14,-5,2,-9,-13,-30,-18

# An excerpt of the results above, as a working copy:
SMILES,Vif imaging,NCOA3 inh,NR5A2 inv ag,SRC2 inh,COUP-TFII inh,NOD2 RIPK2 PPI,TLR9-MyD88 block,TROY NFkB inh,C8 TRAIL sens,LMP1 NFkB inh,SRC1 inh
COc1ccc(Cl)cc1NC(=O)CSc1nnc(C2CC2)n1N,2,10,7,-21,0,-6,-7,-18,12,0,-9
O=[N+]([O-])c1ccc(Cl)c(S(=O)(=O)Nc2cccc(-c3ccc(N4CCOCC4)nn3)c2)c1,-3,-38,-82,-43,-19,-4,-8,-28,58*,-16,-52
C[C@H](NC(=O)c1nc[nH]c1C(=O)NCc1ccccc1)C(=O)OC(C)(C)C,-4,-5,-7,5,-7,-1,2,17,4,5,-2
NC(=O)COC(=O)c1ccc2c(c1)S(=O)(=O)c1ccccc1C2=O,9,0,7,-14,-4,-4,-7,18,-20,-2,9
COc1cc(Cl)c(C)cc1NC(=O)CN(C)Cc1cccc(OC)c1OC,-4,20,-3,-13,6,0,2,0,11,-22,1
CCc1ccc(N2CN(Cc3ccco3)CNC2=S)cc1,19,6,19,11,6,3,1,4,-7,7,9
Cc1cccc(-c2nc(CS(=O)CC(=O)NCCc3ccccc3)c(C)o2)c1 (stereo not drawn),-5,-2,23,-26,-7,2,4,-16,-5,5,10
O=C(CCN1CCOCC1)Nc1ccc2c(c1)CCC2,-7,13,-1,-54,-6,-4,0,2,-15,3,-6
CC(OC(=O)c1oc2ccccc2c1COc1ccccc1)C(=O)NC(N)=O (stereo not drawn),-16,19,-2,-18,-13,5,10,2,-8,-3,8
C[C@@H]1CN([C@H](C)CO)C(=O)c2cc(C#Cc3ccccc3F)cnc2O[C@@H]1CN(C)S(=O)(=O)c1ccccc1F,nt,-4,-1,-28,6,10,-3,-2,-4,7,8
COc1ccc(CNC(=O)C[C@@H]2C[C@H]3c4cc(NC(=O)NC5CCCC5)ccc4O[C@H]3[C@H](CO)O2)cc1,nt,1,-8,24,-19,7,-2,-15,8,1,3
CN(CCCNC(=O)CCC(=O)N1CCOc2ccc(Cl)cc21)Cc1ccccc1,nt,3,3,-36,0,1,-17,-1,-4,7,0
COc1ccc(S(=O)(=O)N2CCOC23CCN(C(=O)c2ccccc2Br)CC3)cc1,5,22,5,7,-3,6,12,-10,-2,-2,4
O=C(COC(=O)c1ccc2ncsc2c1)Nc1cc(Cl)ccc1F,-3,8,12,-26,-14,-5,2,-9,-13,-30,-18

# An excerpt of these results, as tab-separated lines.
SMILES	Vif imaging	NCOA3 inh	NR5A2 inv ag	SRC2 inh	COUP-TFII inh	NOD2 RIPK2 PPI	TLR9-MyD88 block	TROY NFkB inh	C8 TRAIL sens	LMP1 NFkB inh	SRC1 inh
C[C@@H]1CN([C@H](C)CO)C(=O)c2cc(C#Cc3ccccc3F)cnc2O[C@@H]1CN(C)S(=O)(=O)c1ccccc1F	nt	-4	-1	-28	6	10	-3	-2	-4	7	8
COc1ccc(CNC(=O)C[C@@H]2C[C@H]3c4cc(NC(=O)NC5CCCC5)ccc4O[C@H]3[C@H](CO)O2)cc1	nt	1	-8	24	-19	7	-2	-15	8	1	3

# Further entries
SMILES,Vif imaging,NCOA3 inh,NR5A2 inv ag,SRC2 inh,COUP-TFII inh,NOD2 RIPK2 PPI,TLR9-MyD88 block,TROY NFkB inh,C8 TRAIL sens,LMP1 NFkB inh,SRC1 inh
O=C1C2C(C(=O)N1Cc1cccnc1)C1C=CC2C12CC2 (stereo not drawn),18,17,14,-37,4,-2,-13,12,-3,1,5
COc1ccc(OCCOC(=O)C(C)NS(=O)(=O)c2ccc(NC(C)=O)cc2)cc1 (stereo not drawn),5,10,11,-29,-3,2,-4,11,-3,7,-3
CNC(=O)c1c(Cl)cnn1-c1ccc(F)cc1,21,-16,-59,-23,-37,-5,-4,-12,1,-5,-37
O=C(c1ccc(Cl)nc1)N1CCC(Cc2ccccc2)CC1,-1,3,-5,-18,-7,7,2,-3,4,1,9
Cc1cc(=O)oc2cc(NC(=O)C(C)Oc3cccc(Cl)c3)ccc12 (stereo not drawn),-3,2,-9,-6,1,-4,5,-7,-3,-5,-21
COc1ccc(CCNC(=O)C2CCN(C(=O)c3ccc(Br)cc3)CC2)cc1,3,0,4,3,-1,-7,-10,-13,-20,-4,7
CCN(CCO)c1ccc(NC(=S)Nc2cccc(S(=O)(=O)N(C)C)c2)cc1,-9,24,25,3,-11,-15,13,6,8,-5,0
O=C(COc1ccc(Br)cc1Cl)NC(=O)Nc1ccc2c(c1)OCCO2,-4,-39,-46,-18,-22,-5,-9,-48,-3,-14,-72
O=C(Nc1ccc(Cl)cc1F)c1ccc(-n2cncn2)cc1,-5,-23,-35,-43,-9,-9,6,-39,4,-9,-24
COc1ccc(Cl)cc1C(=O)Nc1ccc(Br)c(C)n1,5,-19,3,-19,11,2,-3,-18,20,-27,-16
CCOC(=O)c1c(NC(=O)CSc2nnc(-c3cccnc3)n2Cc2ccco2)sc(C)c1C,nt,4,-3,-3,29,0,5,17,-10,-5,-24
O=C(CCc1nnc2ccc(NCc3ccco3)nn12)Nc1ccccn1,-3,-9,-11,5,-6,-14,-1,-3,3,5,-54
Cc1ccc2c(CN3CCN(CCO)CC3)cc(=O)oc2c1C,19,23,5,12,-5,-15,-1,-1,11,-7,-4
Cc1cc(NCCCO)n2c(nc3ccccc32)c1C#N,-8,10,4,-7,-8,5,-11,-1,17,-12,-3
CCN(CC)CCCNc1oc(-c2cccc(Cl)c2)nc1C#N,1,16,11,-20,-4,7,3,0,8,-6,-9
CC1(C(=O)NS(=O)(=O)c2cccc(Cl)c2)CCN1C(=O)CC1CCCC1 (stereo not drawn),-9,-11,7,7,15,-2,nt,-7,8,nt,3
COc1ccc(CNC(=S)Nc2ccccc2)cc1Cl,5,0,13,-17,0,-2,-13,2,5,6,-6
Nc1nc(O)c(CC(=O)O)s1,-5,-5,-4,-48,4,1,-11,10,-3,7,14
CCn1nc(C(=O)NCCc2ccc3c(c2)OCCO3)c2ccccc2c1=O,-3,-20,17,-20,8,4,-2,16,9,-5,2

# Source: PubChem (several laboratories)
